Screens from PubChem BioAssay.
GAA glycogen: alters human alpha-glucosidase cleavage of glycogen | recombinant GAA, glycogen substrate, Amplex Red glucose oxidase fluorescence | Potency, µM (doses to about 76.4 µM), for the others: at the top dose activity change, negative = inhibition, most hits filed as inhibitors | 300,000 compounds, 0.38% hits | AID 2100;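 note: 0% = full enzyme reaction and -100% = no-enzyme basal signal; the screen sought inhibitors and activators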
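qHTS, 1536-well; enzyme 4 nM final; cpd up to 77 uM; substrate bovine liver glycogen 30 ug; 50 mM citrate/phosphate pH 5.0, 0.01% Tween-20; 37 C, 40 min; Amplex Red detection 45 min RT; Hill fit → AC50.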
TR SRC2 fluor cs: alters Texas Red total fluorescence, flagging assay interference; TRb/SRC2 Texas Red total fluorescence interference; Potency, µM (top dose mostly 106 µM), without a hit: top-dose fluorescence change, negative = quenching; 280,000 compounds, 0.29% hits; active = well fitted curve in either direction with a large enough effect; inconclusive = small, poorly fitted or top-dose-only effect
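Human TRβ ligand-binding domain (0.6 uM) and Texas Red SRC2 peptide (20 nM) in Tris buffer with 1 uM T3 and 5% DMSO were incubated with pinned compound for 5 hr at ambient temperature. Total fluorescence was computed as S + 2P (555/632 nm).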
TRb-SRC2 inh: disrupts binding of human TR beta to SRC2; 280,000 compounds, 0.065% hits; Potency, µM (highest dose often 106 µM), without a hit: at the highest dose activity change, negative = inhibition, actives largely listed as inhibitors; TRbeta-SRC2 peptide binding, fluorescence polarization; receptor liganded with 1 µM T3; P10828;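 note: plate controls were bound peptide for no effect and peptide without receptor for full effect; nearly all actives have a fitted effect of over 50% in size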
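Binding of a 20-amino-acid Texas Red SRC2 peptide (20 nM) to TRb ligand-binding domain (0.6 uM) with agonist T3 at 1 uM was followed by fluorescence polarization after a 5 hr room-temperature incubation.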
GAA inhib: blocks human lysosomal alpha-glucosidase; AID 1466; 200,000 compounds, 0.005% hits; Potency, µM (series often up to 76.9 µM), for the others: at the top dose activity change, negative = inhibition, hits mostly inhibitors; P10253; purified human GAA, 4-MU-alpha-glucoside fluorescence;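 note: plate controls were uninhibited enzyme wells for no effect and no-enzyme background for full effect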
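Endpoint fluorogenic read: 20 min room-temperature reaction of 4 nM human alpha-glucosidase with 400 uM 4-methylumbelliferyl-alpha-D-pyranoside, pH 5.0, quenched with 1M NaOH/1M glycine pH 10. AC50 from Hill modeling.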
GoLoco inh red: blocks human Gai1 binding to RGS12 GoLoco peptide, red readout; P63096; Gai1:RGS12 GoLoco peptide FP, rhodamine, 10 min; Potency, µM (highest dose often 61.6 µM), without a hit: at the highest dose activity, negative = inhibition, usual class: inhibitors; 230,000 compounds, 0.44% hits; active = well fitted inhibition curve with a large enough effect, not every such curve was filed as active; inactive = no such curve, though single readings can be large or run the other way; note: nearly all actives have a fitted effect of over 30% in size; many of its hits are not listed in these tables
L3MBTL1 block: L3MBTL1 (human) inhibition | 230,000 compounds, 0.66% hits | Q9Y468 | Potency, µM (highest dose often 57.1 µM), inactives show top-dose activity, negative = inhibition, most hits filed as inhibitors | AlphaScreen L3MBTL1–H3K9me1 peptide binding; note: nearly all actives have a fitted effect of over 60% in size
Target sequence (Q9Y468 whole entry, looked up): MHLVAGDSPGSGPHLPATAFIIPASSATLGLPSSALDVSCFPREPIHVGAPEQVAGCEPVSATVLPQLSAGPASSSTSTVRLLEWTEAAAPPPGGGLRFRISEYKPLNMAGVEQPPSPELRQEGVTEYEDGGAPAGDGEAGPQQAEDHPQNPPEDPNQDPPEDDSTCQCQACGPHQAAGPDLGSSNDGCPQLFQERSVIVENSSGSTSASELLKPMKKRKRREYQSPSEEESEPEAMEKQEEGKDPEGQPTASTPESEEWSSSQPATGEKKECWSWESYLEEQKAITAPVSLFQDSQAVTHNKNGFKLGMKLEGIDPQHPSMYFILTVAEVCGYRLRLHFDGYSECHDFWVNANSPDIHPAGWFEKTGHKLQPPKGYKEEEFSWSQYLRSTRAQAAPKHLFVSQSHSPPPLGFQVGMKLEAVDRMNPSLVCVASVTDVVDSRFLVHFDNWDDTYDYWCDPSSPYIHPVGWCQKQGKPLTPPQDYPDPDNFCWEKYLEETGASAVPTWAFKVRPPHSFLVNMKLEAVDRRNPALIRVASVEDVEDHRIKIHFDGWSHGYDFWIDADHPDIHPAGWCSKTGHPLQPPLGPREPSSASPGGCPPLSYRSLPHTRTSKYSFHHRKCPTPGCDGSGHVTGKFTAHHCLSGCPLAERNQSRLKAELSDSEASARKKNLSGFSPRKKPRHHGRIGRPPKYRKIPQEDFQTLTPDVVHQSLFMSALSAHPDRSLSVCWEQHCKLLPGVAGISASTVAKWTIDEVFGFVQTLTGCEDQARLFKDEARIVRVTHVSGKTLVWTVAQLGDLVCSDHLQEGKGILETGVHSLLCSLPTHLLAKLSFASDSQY
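AlphaScreen proximity signal between nickel-chelate acceptor and streptavidin donor beads (final 10 ug/mL) reports binding of 50 nM L3MBTL1 to 75 nM biotin-H3 K9me1 peptide; complex incubated with compounds 30 min at room temperature; cefsulodin titration as control.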
aGlu spleen mod: lysosomal alpha-glucosidase (human) modulation; P10253; human spleen homogenate, 4-MU-alpha-glucoside fluorescence; Potency, µM (titrated, usually from 79.9 µM), for inactives: at the top dose activity change, negative = inhibition, usual class: inhibitors; 240,000 compounds, 0.006% hits; AID 2112;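 note: 0% = enzyme with vehicle and -100% = no enzyme basal signal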
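Human spleen homogenate (1 ug) incubated with compounds and 1 mM 4-methylumbelliferyl-alpha-D-glucopyranoside in pH 5.0 citrate/phosphate buffer, 37 C, 40 min. Stopped at pH 10; 4-MU fluorescence (Ex 365/Em 440 nm); AC50 by Hill fit.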
RECQ1 inh: RECQ1 (human) helicase inhibition; P46063; RECQ1 DNA unwinding, red fluorescence kinetic read; Potency, µM (highest dose often 57.3 µM), for the others: top-dose activity, negative = inhibition, hits mostly inhibitors; 240,000 compounds, 0.54% hits; AID 2549;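 note: plate controls were vehicle for no effect and no enzyme for full effect; nearly all actives have a fitted effect of over 30% in size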
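50 nM RECQ1T1 preincubated 15 min with compound in Tris pH 8.0 buffer with MgCl2, DTT, Tween-20 and 2.5 ug/ml poly(dI-dC); started with 200 nM TAMRA/BHQ-2 forked duplex and 2 mM ATP. Unwinding read as fluorescence (525/598 nm), two reads 2 h apart.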
An asterisk follows results filed as active; [ ] = remark or other dose. Unless noted, calls come from the whole dose curve; as a rule, active = well fitted curve in the direction sought with a large enough effect; inconclusive = small, poorly fitted or top-dose-only effect, or another doubt; inactive = no such curve, though single readings can be large; an effect the other way counts as inactive or inconclusive. Unless noted, % is set by controls: 0 for no effect and ±100 for the full control effect; potency is the fitted concentration of half-maximal effect.

Screening COC(=O)C1=C(C)NC(C)=C(C(=O)OC)C1C1CC=CCC1 (stereo unspecified) returned GAA glycogen -22%, TR SRC2 fluor cs -3%, TRb-SRC2 inh 0%, GAA inhib 3%, GoLoco inh red 17%, L3MBTL1 block -8%, aGlu spleen mod -1% and RECQ1 inh -15%.
`O=C(CC1SC(=O)N(c2ccccc2)C1=O)Nc1ccccc1` (stereo unspecified) gave GAA glycogen inconclusive, TR SRC2 fluor cs 0%, TRb-SRC2 inh 3%, GAA inhib -1%, GoLoco inh red 70%[activator], L3MBTL1 block -5%, aGlu spleen mod -3% and RECQ1 inh -6%.
CN(C)N1C(=O)CC(NNC(=O)c2ccncc2)C1=O (stereo unspecified) was read as GAA glycogen inconclusive, TR SRC2 fluor cs -2%, TRb-SRC2 inh -1%, GAA inhib -1%, GoLoco inh red -3%, L3MBTL1 block 14%, aGlu spleen mod 0% and RECQ1 inh -11%.
Screening CCCC(=O)Nc1ccc(NC(=O)C23CC4CC(CC(C4)C2)C3)cn1 returned GAA glycogen -3%, TR SRC2 fluor cs 2%, TRb-SRC2 inh 12%, GAA inhib -1%, GoLoco inh red 1%, aGlu spleen mod 0% and RECQ1 inh 2%.
`O=C(O)c1cc(=O)c2cc(Cl)ccc2[nH]1` gave TR SRC2 fluor cs 2%, TRb-SRC2 inh 5%, aGlu spleen mod -3% and RECQ1 inh -9%.
For CCOc1ccc2nc(SCC(=O)NC(=O)NCc3ccco3)sc2c1 the results were GAA glycogen -4%, TR SRC2 fluor cs 1%, TRb-SRC2 inh -1%, GAA inhib -6%, GoLoco inh red 4%, L3MBTL1 block -5%, aGlu spleen mod -6% and RECQ1 inh -2%.
Screening CCOC(=O)c1sc2nc(SCC(=O)NCc3ccco3)n(Cc3ccccc3)c(=O)c2c1C returned GAA glycogen 16%, TR SRC2 fluor cs 2%, TRb-SRC2 inh -12%, GAA inhib 5%, GoLoco inh red 5%, L3MBTL1 block -5%, aGlu spleen mod -18% and RECQ1 inh -2%.
Screening O=C(C1=NN[C@@H]2C(=O)N(c3ccccc3C(F)(F)F)C(=O)[C@H]12)c1cnccn1 returned GAA glycogen 1%, TR SRC2 fluor cs -2%, TRb-SRC2 inh 8%, GoLoco inh red -2%, aGlu spleen mod -1% and RECQ1 inh 12%.
For Cc1cccc(N2CCN(C(c3ccc(N(C)C)cc3)c3nnnn3C(C)(C)C)CC2)c1C (stereo unspecified) the results were GAA glycogen -3%, TR SRC2 fluor cs -7%, TRb-SRC2 inh -3%, GAA inhib 7%, GoLoco inh red 82%[activator], L3MBTL1 block -17%, aGlu spleen mod -3% and RECQ1 inh -3%.
Screening Cc1ccc(Nc2nc3nonc3nc2N(C)C)cc1 returned GAA glycogen -2%, TR SRC2 fluor cs -3%, TRb-SRC2 inh 4%, GAA inhib -8%, GoLoco inh red 3%, L3MBTL1 block 5%, aGlu spleen mod inconclusive and RECQ1 inh inconclusive.
Screening C=CCn1c(Oc2cccc(C)c2)nc2c1c(=O)n(C)c(=O)n2C returned GAA glycogen 5%, TR SRC2 fluor cs 2%, TRb-SRC2 inh -4%, GAA inhib -2%, GoLoco inh red -1%, aGlu spleen mod -4% and RECQ1 inh -8%.
Screening Cc1c(C(=O)NCc2cccnc2)oc2ccc(S(=O)(=O)N3CC(C)CC(C)C3)cc12 (stereo unspecified) returned GAA glycogen -1%, TR SRC2 fluor cs -1%, TRb-SRC2 inh 3%, GAA inhib 1%, GoLoco inh red 1%, L3MBTL1 block -5%, aGlu spleen mod -4% and RECQ1 inh -8%.
C/C=C(/C)C(=O)Nc1cccc(C2=NOC3(C2)C[C@@H](C(N)=O)N(C(=O)C2(C)CC2)C3)c1 (stereo partly specified) was read as GAA glycogen -6%, TR SRC2 fluor cs 0%, TRb-SRC2 inh 6%, GoLoco inh red 6%, aGlu spleen mod -3% and RECQ1 inh inactive.
`O=C(COC(=O)/C=C/c1cccc([N+](=O)[O-])c1)NCC1CCCO1` (stereo unspecified) gave GAA glycogen 3%, TR SRC2 fluor cs -7%, TRb-SRC2 inh 1%, GAA inhib 4%, GoLoco inh red 2%, L3MBTL1 block 2%, aGlu spleen mod 0% and RECQ1 inh inactive.
Screening CCn1c(NC(=O)C(C)C)c(-c2cccs2)c(=O)c2ccccc21 returned GAA glycogen -7%, TR SRC2 fluor cs 1%, TRb-SRC2 inh -9%, GoLoco inh red -5%, L3MBTL1 block -14%, aGlu spleen mod -3% and RECQ1 inh 2%.
Screening O=C(O)CC(SCC(=O)Nc1ccccc1)C(=O)O (stereo unspecified) returned GAA glycogen 8%, TR SRC2 fluor cs 1%, TRb-SRC2 inh -7%, GAA inhib -1%, GoLoco inh red 0%, L3MBTL1 block 0%, aGlu spleen mod 4% and RECQ1 inh -13%.
For COc1cc2cc(Br)cc(Br)c2nc1C the results were TR SRC2 fluor cs 0%, TRb-SRC2 inh 4%, GAA inhib -2%, GoLoco inh red -25%, aGlu spleen mod 4% and RECQ1 inh 8%.
COC(=O)c1sc2cc(C(F)(F)F)cnc2c1-c1cccnc1 was read as GAA glycogen -3%, TR SRC2 fluor cs -5%, TRb-SRC2 inh 2%, GAA inhib -2%, GoLoco inh red 2%, L3MBTL1 block 1%, aGlu spleen mod -11% and RECQ1 inh 3%.
Screening Cn1c(-c2cccc(OCc3ccccc3)c2)nc2c1c(=O)[nH]c(=O)n2Cc1ccccc1 returned GAA glycogen 3%, TR SRC2 fluor cs 1%, TRb-SRC2 inh -23%, GAA inhib 2%, GoLoco inh red -10%, aGlu spleen mod 5% and RECQ1 inh inactive.
Screening O=C(c1ccccc1)c1nc[nH]c1C(=O)Nc1ccccc1 returned GAA glycogen 8%, TR SRC2 fluor cs -4%, TRb-SRC2 inh 6%, GAA inhib -3%, GoLoco inh red 0%, L3MBTL1 block 2%, aGlu spleen mod -5% and RECQ1 inh -7%.

The closing 4 records of the part before are carried over, then new ones follow:
For COc1cc2cc(Br)cc(Br)c2nc1C the results were TR SRC2 fluor cs 0%, TRb-SRC2 inh 4%, GAA inhib -2%, GoLoco inh red -25%, aGlu spleen mod 4% and RECQ1 inh 8%.
COC(=O)c1sc2cc(C(F)(F)F)cnc2c1-c1cccnc1 was read as GAA glycogen -3%, TR SRC2 fluor cs -5%, TRb-SRC2 inh 2%, GAA inhib -2%, GoLoco inh red 2%, L3MBTL1 block 1%, aGlu spleen mod -11% and RECQ1 inh 3%.
Screening Cn1c(-c2cccc(OCc3ccccc3)c2)nc2c1c(=O)[nH]c(=O)n2Cc1ccccc1 returned GAA glycogen 3%, TR SRC2 fluor cs 1%, TRb-SRC2 inh -23%, GAA inhib 2%, GoLoco inh red -10%, aGlu spleen mod 5% and RECQ1 inh inactive.
Screening O=C(c1ccccc1)c1nc[nH]c1C(=O)Nc1ccccc1 returned GAA glycogen 8%, TR SRC2 fluor cs -4%, TRb-SRC2 inh 6%, GAA inhib -3%, GoLoco inh red 0%, L3MBTL1 block 2%, aGlu spleen mod -5% and RECQ1 inh -7%.
Screening CCC(C)c1ccc(NC(=S)NC(C)C2CCCO2)cc1 (stereo unspecified) returned GAA glycogen -22%, TR SRC2 fluor cs -2%, TRb-SRC2 inh -2%, GAA inhib -7%, GoLoco inh red -12%, L3MBTL1 block 5%, aGlu spleen mod 4% and RECQ1 inh inactive.
Screening CCOC(=O)c1c(C)[nH]c(C(=O)COC(=O)c2ccccn2)c1C returned GAA glycogen 5%, TR SRC2 fluor cs 2%, TRb-SRC2 inh -7%, GAA inhib 9%, GoLoco inh red -4%, L3MBTL1 block -1%, aGlu spleen mod -4% and RECQ1 inh -4%.
For COc1cc2ccnc(Cc3cccc(OC)c3OC)c2cc1OC the results were GAA glycogen -8%, TR SRC2 fluor cs -4%, TRb-SRC2 inh -6%, GAA inhib -3%, GoLoco inh red 3%, L3MBTL1 block -8%, aGlu spleen mod 2% and RECQ1 inh 20%.
For CCN(CC)S(=O)(=O)c1cccc(-c2n[nH]c(=S)n2/N=C/c2ccc(OC(F)F)cc2)c1 the results were GAA glycogen inconclusive, TR SRC2 fluor cs 1%, TRb-SRC2 inh -3%, GAA inhib -26%, GoLoco inh red 1%, L3MBTL1 block -18%, aGlu spleen mod -1% and RECQ1 inh -13%.
CCS(=O)(=O)N1CCN(C(=O)c2ccco2)CC1 was read as GAA glycogen 5%, TR SRC2 fluor cs -1%, TRb-SRC2 inh 3%, GAA inhib 6%, GoLoco inh red 17%, aGlu spleen mod 0% and RECQ1 inh 1%.
`CC(C)(C)NC(=O)C(c1ccc(F)cc1)N(Cc1cccs1)C(=O)c1ccc(CN2CCOCC2)o1` (stereo unspecified) gave GAA glycogen 5%, TR SRC2 fluor cs 0%[53 µM], TRb-SRC2 inh -4%[53 µM], GAA inhib inconclusive, GoLoco inh red 3%, L3MBTL1 block 8%, aGlu spleen mod 1% and RECQ1 inh inactive.
`O=C(N/N=C/c1ccc(-c2ccc(Cl)c(C(=O)O)c2)o1)c1cc2c(ccc3ccccc32)o1` gave GAA glycogen -1%, TR SRC2 fluor cs -4%, TRb-SRC2 inh 2%, GoLoco inh red 24%, aGlu spleen mod -4% and RECQ1 inh 3%.
Screening COc1cccc(CNc2cnc3ccccc3c2)c1O returned GAA glycogen inconclusive, TR SRC2 fluor cs 0%, TRb-SRC2 inh -2%, GAA inhib 4%, GoLoco inh red 0%, L3MBTL1 block 7%, aGlu spleen mod 2% and RECQ1 inh -4%.

Some of the compounds tested (hit frequency here may not be typical).
